Diaph act CS – compounds boosting diaphorase resazurin reduction – biochemical, uHTS, resorufin fluorescence, counter-screen for diaphorase-coupled primary assays, primary screen; Diaphorase/resazurin coupled assay, 16 min; stronger effect = higher value; 1 = vehicle wells, 0 = NADH-free wells; activation factor at 20 µM; 0.005% of 190,000 active;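 active means diaphorase activity raised at least twofold by the compound at 20 µM; inactive means activation factor below 2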
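test system = bacterial diaphorase enzyme (C. kluyveri) | quantity = enzyme 0.07 U/mL final | reagent = NADH substrate 0.114 mM plus resazurin dye 0.1 mM, final | incubation = 16 min enzyme reaction, ambient temperature | buffer or medium = HEPES pH 7.4 buffer with MgCl2 and Tween 20 | signal = fluorescence of resorufin, 544 nm excitation, 590 nm emission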
TNAP inh no acc – human TNAP enzyme inhibitors, primary screen, biochemical, luminescent, no phosphate acceptor, uHTS | purified TNAP, CDP-star luminescence, 30 min | 0.26% of 200,000 active | inhibition, % at 20 µM;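 active means tissue-nonspecific alkaline phosphatase inhibition above about 50% at 20 µM in the single-dose screen, limit read from the data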;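 further: 0% = DMSO negative control and 100% = EDTA positive control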
Target sequence (P05186 whole entry, looked up): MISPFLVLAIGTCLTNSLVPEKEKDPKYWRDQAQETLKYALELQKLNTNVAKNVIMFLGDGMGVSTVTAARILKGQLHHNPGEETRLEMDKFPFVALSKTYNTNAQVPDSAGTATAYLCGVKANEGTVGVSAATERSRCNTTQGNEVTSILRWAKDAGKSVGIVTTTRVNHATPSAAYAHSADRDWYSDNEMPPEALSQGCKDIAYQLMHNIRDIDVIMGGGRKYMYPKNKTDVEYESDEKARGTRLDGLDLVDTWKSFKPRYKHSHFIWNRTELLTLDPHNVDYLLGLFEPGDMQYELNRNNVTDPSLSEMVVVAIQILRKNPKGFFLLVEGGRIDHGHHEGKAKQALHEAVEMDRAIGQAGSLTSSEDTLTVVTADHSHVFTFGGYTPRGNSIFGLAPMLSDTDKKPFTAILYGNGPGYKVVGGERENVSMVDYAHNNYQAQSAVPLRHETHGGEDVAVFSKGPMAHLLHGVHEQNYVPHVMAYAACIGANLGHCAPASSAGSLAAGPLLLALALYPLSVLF
PMI activator – activators of human PMI, primary screen, biochemical, fluorescence intensity, near-Km mannose 6-phosphate; purified human PMI, coupled resazurin fluorescence, 20 min; stronger effect = higher value; 1 = vehicle control, 0 substrate-free wells; activation factor at 20 µM; 0.005% of 190,000 active;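 active means activation factor of 2 or more at 20 µM, relative to plate controls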
Target sequence (P34949 whole entry, looked up): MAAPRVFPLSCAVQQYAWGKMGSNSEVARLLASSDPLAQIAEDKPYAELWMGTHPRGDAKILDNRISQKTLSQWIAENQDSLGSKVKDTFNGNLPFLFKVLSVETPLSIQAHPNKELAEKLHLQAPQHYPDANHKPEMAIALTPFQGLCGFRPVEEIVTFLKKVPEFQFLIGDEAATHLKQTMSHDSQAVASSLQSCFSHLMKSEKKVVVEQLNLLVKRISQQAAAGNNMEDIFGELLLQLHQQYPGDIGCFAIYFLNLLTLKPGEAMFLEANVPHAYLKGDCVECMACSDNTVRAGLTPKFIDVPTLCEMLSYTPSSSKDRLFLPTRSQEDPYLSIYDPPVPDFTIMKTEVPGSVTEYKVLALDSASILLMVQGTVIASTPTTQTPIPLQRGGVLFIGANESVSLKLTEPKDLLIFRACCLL
G6PDH CS – L. mesenteroides G6PDH inhibitors, counter-screen for G6PDH-coupled screening assays, biochemical, Leuconostoc mesenteroides enzyme; inhibition, % at 5 µM; glucose-6-phosphate dehydrogenase [Leuconostoc mesenteroides]; Purified L. mesenteroides G6PDH, diaphorase/resazurin coupled fluorescence, 45 min; AID 1020, 2008; 0.12% of 200,000 active; in the data active means inhibition above about 50%
PMI act satM6P – human PMI activators, high substrate, primary screen, biochemical, fluorescence intensity, near-saturating mannose 6-phosphate; 0.34% of 190,000 active; coupled PMI enzyme assay, resazurin fluorescence, 20 min; stronger effect = higher value; 1 = untreated enzyme, 0 = substrate-free blank; activation factor at 20 µM; Mannose-6-phosphate isomerase (Homo sapiens), P34949;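 active means activation factor of 2 or more at 20 µM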
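Material: human phosphomannose isomerase with PGI, G6PDH, diaphorase coupling enzymes. Quantity: 15 ng/mL PMI. Medium: HEPES pH 7.4 buffer with MgCl2 and Tween-20. Reagent: Near-saturating mannose-6-phosphate, 1.0 mM. Compound: 20 µM single dose. Times: enzyme reaction with compound 20 min at room temperature. Detection: resorufin fluorescence at Ex 544/Em 590 nm.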
FLuc act counter – FLuc activators, initial screening, artefact control for FLuc-dependent activation tests, biochemical, ATPlite luminescence; Luciferin 4-monooxygenase (Photinus pyralis), P08659; ATPlite luciferase biochemical, 10 min; 0 = ATP-free wells, 1 = DMSO control; activation factor at 10 µM; 200,000 tested, under 10 active;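 active means luciferase activation factor, scaled between plate controls, of at least 2 with compound at 10 µM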
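Assay system – cell-free luciferase reagent · Medium – PBS-based ATP solution · Dosing – test compounds dosed from 2 mM stocks in 100% DMSO · Timing – 10 min, room temperature · Technique – light output (luminescence) · Measure – luminescence gain marking luciferase activators · Controls – No-ATP low control, compound-free enzyme-plus-ATP high control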
TNAP act hi DEA – TNAP activators at high phosphate acceptor level, primary screen, biochemical, luminescence, uHTS. AID 1136, 2008. 200,000 tested, under 10 active. activation factor at 20 µM. purified TNAP, CDP-star luminescence, 1 M DEA, 30 min; stronger effect = higher value; 0 = EDTA background, 1 = DMSO-only activity. Alkaline phosphatase, tissue-nonspecific isozyme (Homo sapiens), P05186;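 active means activation factor at least 2 at 20 µM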
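Test system – human TNAP · Doses – 20 µM single point · Incubation – 30 min, room temperature · Signal – luminescent substrate turnover signal · Read-out basis – activation factor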
HMGR II inh – inhibitors of E. faecalis class II HMGR, primary screen, biochemical, Enterococcus faecalis | HMG-CoA reductase (Enterococcus faecalis, mvaE) | purified E. faecalis HMGR, NADPH absorbance 340 nm kinetic | inhibition, % at 10 µM | 0.41% of 190,000 active | AID 1066, 2008;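 active means inhibition above a set limit, the median over all tested compounds plus 3 SD, cut at about 9.5% in these data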;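 further: enzyme runs in reverse so mevalonate oxidation gives rising NADPH absorbance; 0% = complete reaction with DMSO and 100% = background rate lacking mevalonate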
Diaph inh CS – diaphorase inhibitors and chemical oxidizers, primary screen, counter-screen for diaphorase-coupled primary assays, biochemical, uHTS, resorufin fluorescence; 0.69% of 190,000 active; inhibition, % at 20 µM; AID 1217, 2008; diaphorase resazurin-to-resorufin fluorescence, NADH, 16 min; bacterial (C. kluyveri) enzyme, not human;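 active means primary screen inhibition at 20 µM above a set limit, cut at about 50% in these data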;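 further: plate controls were DMSO with full reaction for no effect and wells lacking NADH for full effect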
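Detection: fluorescence of resorufin formed from resazurin, Ex 544/Em 590 nm; test system: Clostridium kluyveri diaphorase enzyme; amount: 0.14 U/mL diaphorase, enzyme working solution; times: 16-min room-temperature incubation before reading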
TNAP inh hiacc – human TNAP enzyme inhibitors, primary screen, biochemical, luminescent, high phosphate acceptor level, uHTS; Alkaline phosphatase, tissue-nonspecific isozyme (Homo sapiens), P05186; purified TNAP, CDP-star luminescence, 1 M DEA; inhibition, % at 20 µM; 0.03% of 200,000 active; AID 1135, 2008;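 active means over 50% inhibition of tissue-nonspecific alkaline phosphatase at 20 µM in the single-dose screen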;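 further: plate controls were DMSO wells for no effect and EDTA-quenched wells as full inhibition for full effect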
Active calls of the source: *; x = not tested or not shown.

SMILES	Diaph act CS	TNAP inh no acc	PMI activator	G6PDH CS	PMI act satM6P	FLuc act counter	TNAP act hi DEA	HMGR II inh	Diaph inh CS	TNAP inh hiacc
CCC1=NN(C(=O)COc2ccccc2C)C(O)(c2ccncc2)C1 (configuration not stated)	1	-2	1	6	1	1.1	1	-2	0	3
Cc1nc(NC(=O)C(C)Oc2cccc(Cl)c2)sc1C(=O)N(C)C (configuration not stated)	0.9	-6	1	3	1	1	1	0	9	-1
Cc1cccc(/C=N/Nc2nncc3ccccc23)c1	0.9	-5	1	0	0.9	0.1	1	4	10	-3
O=C(c1ccc([N+](=O)[O-])cc1)N1CCC(Cc2ccccc2)CC1	1.1	-9	1	-4	1	1	1	3	-5	-1
COc1cc(/C=C2/NC(=O)N(CC(=O)Nc3ccc(C)cc3)C2=O)ccc1Oc1ccc([N+](=O)[O-])cn1	1	-8	1	2	0.9	1.1	1	1	1	-3
Cc1cccc(NC(=O)c2cnc3ccccn3c2=O)c1	0.9	-14	0.9	-26	0.9	0.2	1.1	-1	12	-5
Cc1c(NC(=O)/C(=C/c2cccs2)c2cccs2)c(=O)n(-c2ccccc2)n1C	0.9	2	1.2	14	1.2	1	1	-3	6	2
O=C1CCC(=O)N1c1ccc(NCc2ccccc2Cl)c([N+](=O)[O-])c1	0.7	13	0.9	3	0.9	1	0.8	-1	28	18
CCOC(=O)CSc1nnnn1-c1cc(OC)c(Cl)cc1OC	1.2	1	1.1	8	1.1	1	1	-6	-22	-3
COCCn1c(=NC(=O)c2cc(-c3cccs3)nc3ccccc23)sc2cc(S(N)(=O)=O)ccc21	0.9	-15	1	3	1.2	1	1	-9	9	0
CNC(=O)c1csc(-c2ccc(Cl)cc2)n1	0.8	-6	0.9	25	0.9	0.9	1	5	15	-3
Cc1cc2c(cc1C)C(=O)NC(C)(C)C2	0.9	-8	0.9	2	0.9	1	1	1	6	-2
CCOc1cccc(CNCCO)c1OCc1ccc(Cl)cc1	1	-12	0.8	13	1	1	1	2	4	2
O=C(Nc1cccc(S(=O)(=O)N2CCCCC2)c1)c1ccccn1	1	-7	1	5	1	1	1	3	1	-2
Cc1nnc(SCC(=O)Nc2nsc(-c3ccccc3)n2)s1	1	-4	0.9	0	1	0.9	1	-4	4	4
COc1cccc(NC(=O)Nc2cccn(Cc3ccccc3)c2=O)c1	0.9	0	1	12	1	1	1	-4	8	-3
CC(=O)CCC(=O)NCCc1ccccc1F	0.9	-4	0.9	2	0.9	1	1	-2	8	1
CCC(C)NC(=O)c1ccc(CSc2nc3ccncc3n2Cc2ccc(F)cc2)cc1 (configuration not stated)	0.9	5	1	8	1	1	1	-1	6	-1
O=c1c2nnn(-c3cccc(F)c3)c2ncn1Cc1ccccn1	0.8	-11	0.9	7	0.8	1	1.1	2	17	-6
Cc1cc(C(=O)N/N=C/c2cccnc2)cs1	1	-4	1.1	-1	1.1	0.6	1.1	0	0	-5
Cc1ccc(CN2C(=O)/C(=C3\SC(N4CCOCC4)=NC3=O)c3cc(Br)ccc32)cc1	0.8	-5	1.1	-5	1	1	1	x	20	0
O=C(COC(=O)/C=C/C(=O)OCC(=O)NC12CC3CC(CC(C3)C1)C2)NC12CC3CC(CC(C3)C1)C2	0.9	10	0.9	15	0.9	1.1	1	8	7	2
Cc1cc2ncn(CS(C)(=O)=O)c2cc1C	0.8	-12	0.9	8	0.8	1.1	1.1	7	18	-7
CN(C)C(=O)Nc1ccc(F)cc1F	0.8	-8	1	-2	1	1	1	0	18	-4
CC(C)c1ccc(NC(=S)NCc2cccs2)cc1	0.8	-20	0.9	-3	1	1	1.1	-4	17	-8
COc1ccccc1N1CCN(C(=O)c2ccncc2)CC1	0.7	-13	0.9	1	0.9	1	1.1	0	25	-8
O=C(COc1ccc2c(c1)OCO2)NC12CC3CC(CC(C3)C1)C2	0.8	-14	0.8	-9	0.9	1	1.1	-10	19	-6
COc1ccccc1NCC(=O)N/N=C/C=C/c1ccccc1	0.8	-6	0.8	-4	0.7	0.7	1	0	20	4
O=C(COC(=O)CCC(=O)c1ccc(Cl)cc1)NC1CC1	1	-3	1.2	10	1	1.1	1	-2	1	-5
CCN1CCN(CC(=O)c2cc(Cl)ccc2Cl)CC1	0.9	-8	1.6	2	2*	1	1	-2	15	-1
O=C(c1noc2c1CCCC2)N1CCN(c2ccccc2)CC1	0.8	-8	0.9	-5	1	1.1	1	-2	22	-3
CCCCOc1ccc(C(=O)Nc2ccc(SC(F)F)cc2)cc1OC	0.9	-8	1	-1	1	1	1.1	0	11	-8
CCOc1cc(CO)ccc1OCC(=O)N1CCCCC1	0.9	-10	0.9	2	0.9	1	1.1	-6	14	-6
CC1CCCCN1CC(=O)NC(c1ccccc1)c1ccccc1 (configuration not stated)	1.2	-8	1.1	14	1.1	1	1.1	2	-17	-7
O=C(Cc1ccccc1)N1CCN(C(=O)c2ccc([N+](=O)[O-])cc2)CC1	0.9	-8	1	6	1	1	1.1	-4	8	-6
O=C1NC2(CCCCCC2)Oc2ccccc21	0.9	-13	1	6	1	1.1	1.1	-8	5	-8
C/C(=N\OCC(=O)N/N=C/c1ccccc1)c1cccs1	0.8	-4	0.9	2	0.9	1	1	-9	16	-5
CNC(=O)c1csc(-c2ccncc2)n1	0.8	5	0.9	-7	0.8	1.1	1.1	-11	20	-5
CSc1ccc(C(=O)C2CCCN(C(=O)c3cccnc3SC)C2)cc1 (configuration not stated)	0.8	-3	0.9	13	0.9	1.1	1	-5	24	-2
Cc1ccc(S(=O)(=O)N2CCC(=O)N(CCOCc3ccc(Cl)cc3)CC2)cc1	0.9	-5	0.9	15	0.9	1	1	-4	10	-2
O=C(NC(N1CCOCC1)C(Cl)(Cl)Cl)c1ccc(F)cc1 (configuration not stated)	0.9	-9	0.9	6	1	1.1	1.1	3	14	-6
CS(=O)(=O)N(CC(=O)N/N=C/c1ccco1)c1ccccc1Br	0.8	-4	0.9	0	0.8	1	1	1	17	-4
Cc1ccccc1CN1C2=NCCN2c2ccccc21	0.9	-6	0.9	0	1	1.1	1.1	1	10	-7
CS(=O)(=O)Nc1ccc(C(=O)NCCSCc2ccco2)cc1	0.8	-12	0.9	8	0.9	1	1	-1	16	-3
C=CCS(=O)(=O)c1cccc2cccnc12	1.1	-6	1	9	1.1	1	1.1	1	-14	-5

Sorted by the number under PMI act satM6P (rising): four from the list above.
SMILES	TNAP inh no acc	PMI activator	PMI act satM6P	TNAP act hi DEA	HMGR II inh	TNAP inh hiacc
CS(=O)(=O)N(CC(=O)N/N=C/c1ccco1)c1ccccc1Br	-4	0.9	0.8	1	1	-4
Cc1ccc(S(=O)(=O)N2CCC(=O)N(CCOCc3ccc(Cl)cc3)CC2)cc1	-5	0.9	0.9	1	-4	-2
O=C(Cc1ccccc1)N1CCN(C(=O)c2ccc([N+](=O)[O-])cc2)CC1	-8	1	1	1.1	-4	-6
CC1CCCCN1CC(=O)NC(c1ccccc1)c1ccccc1 (configuration not stated)	-8	1.1	1.1	1.1	2	-7

Carrying on.
SMILES	Diaph act CS	TNAP inh no acc	PMI activator	G6PDH CS	PMI act satM6P	FLuc act counter	TNAP act hi DEA	HMGR II inh	Diaph inh CS	TNAP inh hiacc
CCc1cc2c(=O)c(-c3nc4ccccc4n3C)c(CCCC(=O)O)oc2cc1OC(=O)C(C)(C)C	1	-2	1	1	1	1	1	0	-1	3
Cc1cccc2cn[nH]c12	1	-16	1.1	7	1.1	1	1	-4	0	-1
O=C(/C=C/c1ccc(O)cc1)c1ccc(O)cc1O	0.8	13	0.9	16	0.9	0.9	0.7	-3	19	26
COC(=O)C1C(=O)c2c(n[nH]c2C)CC1(C)C (configuration not stated)	0.8	34	0.9	-19	0.9	1	1.1	-1	24	-5
O=C1c2oc3ccc(Cl)cc3c(=O)c2C(c2ccco2)N1CCN1CCOCC1 (configuration not stated)	0.9	-5	1.5	8	1.6	1.1	1	1	9	0
O=C(COC(=O)c1ccc(S(=O)(=O)NCc2ccco2)cc1)NCC1CCCCC1	0.9	-7	1	0	1	1	1	1	11	-2
CN(C1CCCCC1)S(=O)(=O)c1ccc(S(=O)(=O)N2CCCC2)cc1	0.9	-4	0.8	-8	0.9	1	1	-2	10	1
Cn1nc(C(F)(F)F)c(C(=O)Nc2ccc(F)cc2F)c1Sc1ccc(C(F)(F)F)cc1	0.9	-10	1.1	6	0.9	1	1	1	11	-1
Oc1ccccc1C(=S)N1CCCCCC1	1	-8	1.1	13	1.3	1.1	1	-2	-2	-4
O=C(Nc1ccc(Br)cc1)c1ccc(CSC2=NCCS2)cc1	0.9	-12	0.9	11	0.9	1	1	0	8	-3
Cn1c(=O)c(C(=O)CN2CCCc3ccccc32)c(N)n(Cc2ccccc2)c1=O	0.7	-5	0.9	14	0.6	1	1	-5	32	-2
COC(=O)CSC1=C(C#N)C(c2ccc3c(c2)OCO3)C2=C(CCCC2=O)N1 (configuration not stated)	0.9	-11	1.2	-2	1.3	1	1	2	8	-1
CCOc1ccc(-n2c(Cc3cc(=O)[nH]c(=O)[nH]3)nnc2SC(C)C(=O)OC)cc1 (configuration not stated)	0.9	-9	1	2	1	1.1	1	1	10	-2
CCc1nnc(NS(=O)(=O)c2ccc(NS(=O)(=O)c3ccc(NC(C)=O)cc3)cc2)s1	0.8	-20	1.2	3	1.3	1	1	-3	20	-2
COC(=O)c1ccccc1NC(=O)c1cc(OC)cc(OC)c1	0.9	-11	0.9	-16	0.9	1.1	1	2	13	0
CC(=O)N(CCP(=O)(c1ccccc1)c1ccccc1)Cc1ccco1	0.9	-16	1	7	1	1	1.1	-4	5	-6
